GC-A act: GC-A (human) enzyme activation | HEK293 GC-A cells, cGMP TR-FRET, EC30 ANP; 0% at EC30 ANP, 100% saturating ANP | activation, % at 10 µM | hit rate 0.14% among 370,000 | AID 1671463 | P16066; in the data active = activation above about 40%
NPR2 activator: GC-B (human) receptor activation; P20594; HEK293-GC-B cells, CNP EC30, cGMP TR-FRET; 0% at EC30 CNP, 100% saturating CNP; activation, % at 10 µM; hit rate 0.11% among 370,000;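 active = activation at 10 µM reaching about 35% in either raw or pattern-adjusted values, limit read from the data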
rCAG binder: molecules binding r(CAG) RNA repeats | r(CAG) RNA repeat, TO-PRO-1 dye displacement fluorescence | inhibition, % at 3 µM | hit rate 1.3% among 370,000 | AID 651821;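 active = inhibition above the plate cutoff, the mean of all test compounds on that plate plus 3 SD, cut at about 35% in these data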;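 also: 0% = DMSO alone and 100% = 100 µM mitoxantrone as full dye displacement; higher means more dye released from RNA so lower well fluorescence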
HTRA1 inh: blocks human HTRA1 serine peptidase | Q92743 | recombinant HTRA1, FP-rhodamine activity-based probe, fluorescence polarization | inhibition, % at 5.96 µM | hit rate 0.5% among 340,000 | AID 504803; in the data active = inhibition above about 36%;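 also: 0% = enzyme with DMSO and 100% = wells lacking enzyme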
Target sequence (Q92743 whole entry, looked up): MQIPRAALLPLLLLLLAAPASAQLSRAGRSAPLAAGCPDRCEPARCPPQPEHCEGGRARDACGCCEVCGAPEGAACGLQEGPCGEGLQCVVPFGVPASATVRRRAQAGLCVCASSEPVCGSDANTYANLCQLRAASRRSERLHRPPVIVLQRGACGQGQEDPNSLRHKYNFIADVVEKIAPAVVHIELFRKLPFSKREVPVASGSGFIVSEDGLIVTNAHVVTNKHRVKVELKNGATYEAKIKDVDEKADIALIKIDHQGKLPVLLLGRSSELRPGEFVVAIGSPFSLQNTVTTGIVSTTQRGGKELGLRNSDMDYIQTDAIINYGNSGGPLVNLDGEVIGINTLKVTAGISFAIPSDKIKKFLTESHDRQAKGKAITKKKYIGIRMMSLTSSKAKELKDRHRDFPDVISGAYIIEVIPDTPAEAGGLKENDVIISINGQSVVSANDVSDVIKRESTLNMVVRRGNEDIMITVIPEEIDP
NR1D1 modulator: modulates human Rev-erb alpha binding to DNA; AID 1259318; activity, % at 10 µM; hit rate 0.79% among 370,000; P20393; Rev-erbα–FITC-DNA binding, fluorescence polarization, 90 min;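 active = activity above about 14%, limit read from the data; passing the limit was not always enough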;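 also: 0% = DMSO wells with 35 nM protein and 100% = DMSO wells with 750 nM protein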
ASAP1 inh: ASAP1 ArfGAP inhibition; Q9ULH1; AID 624377; hit rate 0.19% among 360,000; ASAP1-stimulated ARF1 GTP hydrolysis, GDP FP detection; inhibition, % at 16.5 µM; in the data active = inhibition above about 25%;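 also: 0% = vehicle with enzyme and substrate and 100% = no enzyme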
ABHD4 inh: inhibitors of mouse ABHD4. purified mABHD4, FP-Rh probe fluorescence polarization. inhibition, % at 8.92 µM. hit rate 0.54% among 370,000;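 active = inhibition exceeding the mean over every tested compound plus 3 SD, cut at about 30% in these data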;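 also: 0% = plate median of compound wells and 100% = S159A mutant with DMSO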
Target sequence (Q8VD66 whole entry, looked up): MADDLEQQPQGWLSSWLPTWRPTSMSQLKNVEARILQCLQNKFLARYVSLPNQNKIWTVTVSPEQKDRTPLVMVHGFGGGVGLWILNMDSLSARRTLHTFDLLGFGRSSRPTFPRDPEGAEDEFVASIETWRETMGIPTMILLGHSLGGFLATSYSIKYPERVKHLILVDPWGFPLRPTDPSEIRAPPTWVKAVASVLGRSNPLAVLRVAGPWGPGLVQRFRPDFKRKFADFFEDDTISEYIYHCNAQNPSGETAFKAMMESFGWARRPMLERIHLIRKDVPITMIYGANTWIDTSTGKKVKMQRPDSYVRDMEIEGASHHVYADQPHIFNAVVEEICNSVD
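Material: mouse ABHD4 enzyme, wild type; Benchmarks: S159A mutant high control, sample median low control; Buffer or medium: HEPES pH 7.0, NaCl, Pluronic buffer; Signal: fluorescence polarization; Read-out: percent inhibition of probe binding, normalized to plate controls; Timing: pre-incubation 45 min, probe exposure 60 min, at 25 °C; Dosing: 8.92 µM, single dose.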
SMARCA2 act: SMARCA2 function activation, primary screen; activation, % at 9.1 µM; hit rate 1% among 370,000; MG213 cells, MMTV-luciferase reporter, dexamethasone, overnight; AID 652017; in the data active = activation above about 7.8%;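 also: 0% = vehicle wells and 100% = reference activator wells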
ARFGAP1 inh: rat ARFGAP1 inhibition; Q62848; Arfgap1-stimulated ARF1 GTP hydrolysis, GDP FP detection; inhibition, % at 16.5 µM; hit rate 0.26% among 360,000; AID 651572;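 active = inhibition above a per-plate limit, mean inhibition of low control wells plus 3 SD, cut at about 25% in these data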;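 also: 0% = DMSO wells with enzyme and 100% = wells lacking Arfgap1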
Target sequence (Q62848 1-136 limits assumed): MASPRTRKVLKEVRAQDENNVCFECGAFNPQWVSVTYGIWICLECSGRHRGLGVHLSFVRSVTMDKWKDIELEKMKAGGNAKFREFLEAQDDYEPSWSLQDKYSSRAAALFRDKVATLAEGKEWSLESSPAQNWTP
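Material: truncated rat Arfgap1 GAP domain; Incubation: compound-enzyme preincubation 20 min, reaction 120 min, detection 60 min, 25 °C; Read-out: percent inhibition of Arfgap1-stimulated GTP hydrolysis; Technique: FP, GDP Alexa 633 tracer displaced from anti-GDP antibody, 620/688 nm; Controls: No-Arfgap1 wells (100%) versus DMSO full-reaction wells (0%); Replication: single well per compound.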
PG9 Ab binder: binds the HIV-1 gp120 antibody PG9. inhibition, % at 6.7 µM. hit rate 0.43% among 360,000. AID 624416. TR-FRET gp120-PG9 antibody binding; in the data active = inhibition above about 8.5%
Starred values were filed as active, the others as inactive; nt = no result given; & = joins results of further samples.

SMILES	GC-A act	NPR2 activator	rCAG binder	HTRA1 inh	NR1D1 modulator	ASAP1 inh	ABHD4 inh	SMARCA2 act	ARFGAP1 inh	PG9 Ab binder
COCCCn1c(SCC(=O)Nc2cccc(C(=O)OC)c2)nnc1-c1ccncc1	-2	2	-4	5	4	1	-2	-1	-2	-1.9
CCS(=O)(=O)N1CCN(c2ccccc2)CC1	1	2	-1	-10	5	-9	-20	0	-1	1.4
CC1CCCN(C(=O)c2ccc3c(=O)n4nc(Nc5ccccc5)sc4nc3c2)C1 (configuration not stated)	31	32	2	-37	-7	-1	14	-3	6	-0.9
Cc1n[nH]c(=O)c2c(NC(=O)CSc3nn(-c4ccc(F)cc4)c(=S)s3)oc(C)c12	-2	5	40*	-4	0	2	5	-2	-13	0.8
Cc1ccc(SCc2cn3cc(Cl)ccc3n2)cc1	3	2	-2	-6	4	2	3	3	-1	-1.6
CC(C)OC(=O)CSc1ncnc2c1cnn2-c1ccccc1	5	1	-6	4	4	-2	-1	0	8	-1.2
CCOC(=O)c1[nH]c(C)c(C(=O)Nc2ccc3c(c2)OCCO3)c1C	5	2	-1	1	-3	11	-2	-1	10	-2.5
O=S(=O)(c1ccccc1)n1cc(-c2ccccn2)c(N2CCOCC2)n1	5	8	1	2	-5	-7	0	1	-5	-1.6
c1ccc(C2Nc3ccccc3Oc3ccccc32)cc1 (configuration not stated)	-12	-6	3	-8	-1	3	-7	-4	-4	-2.1
Cc1ccc(C(=O)N2CCC(C(=O)NC3CCCC3)CC2)cc1	3	2	-2	5	3	-9	-4	-1	-5	1.4
COc1ccc(CNCCC(c2ccc(OC)cc2)c2ccccc2OC)cc1 (configuration not stated)	-50	-8	8	-6	1	-4	8	-3	-9	0.6
Cc1ccc(OCCNC(=O)CNC(=O)c2ccc(C)cc2)cc1	4	-4	-5	9	2	-11	-2	-3	1	-2.4
Cc1cccc(NC(=O)CN2CCN(C(=O)CN3C(=O)NC4(CC(C)CC(C)(C)C4)C3=O)CC2)c1C (configuration not stated)	-1	0	3	5	-2	-5	-3	0	-2	-1.7
Cc1nc(S(=O)(=O)N(C)Cc2ccccc2)c(C#N)c(C)c1Cl	2	-7	0	10	3	-6	1	0	-1	-0.4
COc1ccc(/C=N/OCC(=O)N(Cc2ccc(OC)cc2)c2ccccc2C(=O)O)cc1	-1	6	24	-7	-4	5	-1	0	-7	0.9
O=C(NCC(c1cccs1)N1CCOCC1)c1ccc(Cl)nc1 (configuration not stated)	-4	0	-1	0	-2	2	2	-3	0	0.5
COc1ccc(NC(=S)N(CCCOC(C)C)C2CCN(C(C)=O)CC2)cc1Cl	-2	0	-3	-4	-4	-15	-5	2	0	1.1
CCN(CC)S(=O)(=O)c1ccc(NCc2ccccn2)nc1	3	2	-3	-3	-4	-2	-5	-2	4	0.2
COc1ccc(OC)c(S(=O)(=O)n2cccn2)c1	1	3	-2	4	10	0	5	-2	7	-0.1
COCC(=O)N(Cc1cc2cc(OC)ccc2[nH]c1=O)c1ccc(C)cc1	-5	-10	-3	-4	-1	-5	-1	1	5	-3.1
O=C(CN1C(=O)CNC1=O)Nc1cc(Cl)cc(Cl)c1	3	0	3	-4	-5	6	-15	-4	-4	-2.7
CCNc1nc(NC(C)C)nc(N(C#N)C(C)C(=O)N(C)C)n1 (configuration not stated)	5	2	-7	-1	5	-8	8	-1	10	-1.8
COc1ccc(CCNC(=O)Cc2cc(=O)[nH]c(=O)[nH]2)cc1OC	1	3	1	-7	-1	3	-1	-1	5	-1.5
CC1CC(N(C(=O)c2ccco2)c2ccccc2)c2ccccc2N1 (configuration not stated)	-16	-8	-2	-5	-2	6	0	2	-19	0.0
O=C(NCCc1ccccc1)c1cc2ccccc2oc1=O	0	1	1	1	2	-1	-1	2	-13	-0.9

The list goes on (4 carried over from the part before).
SMILES	GC-A act	NPR2 activator	rCAG binder	HTRA1 inh	NR1D1 modulator	ASAP1 inh	ABHD4 inh	SMARCA2 act	ARFGAP1 inh	PG9 Ab binder
CCNc1nc(NC(C)C)nc(N(C#N)C(C)C(=O)N(C)C)n1 (configuration not stated)	5	2	-7	-1	5	-8	8	-1	10	-1.8
COc1ccc(CCNC(=O)Cc2cc(=O)[nH]c(=O)[nH]2)cc1OC	1	3	1	-7	-1	3	-1	-1	5	-1.5
CC1CC(N(C(=O)c2ccco2)c2ccccc2)c2ccccc2N1 (configuration not stated)	-16	-8	-2	-5	-2	6	0	2	-19	0.0
O=C(NCCc1ccccc1)c1cc2ccccc2oc1=O	0	1	1	1	2	-1	-1	2	-13	-0.9
Cc1ccc(C(=O)NCC(=O)OCC(=O)c2c(N)n(C)c(=O)n(C)c2=O)cc1C	2	-6	1	2	2	-1	-2	-1	-10	-1.6
COc1ccc(C(CNC(=O)COc2cc(C)c(Cl)c(C)c2)N2CCCCC2)cc1 (configuration not stated)	-5	-6	-5	4	-1	-5	5	-3	-3	-1.6
CCCCN(CC)CCCNC(=O)CN1C(=O)CSc2ccc(S(=O)(=O)N3CCOCC3)cc21	0	2	-4	8	4	-9	5	7	-16	-2.6
CC(=O)N1CCC(C(=O)Nc2ccc(S(=O)(=O)NCCc3ccccc3)cc2)CC1	1	0	4	-1	2	10	6	0	1	-2.1
C[C@H](Nc1ncnc2sc3c(c12)CCC3)C(=O)O	-1	1	0	3	1	17	2	-2	-4	1.0
CCN(CC)CCNC(=O)c1cccc(NC(=O)C(=O)c2cc(Br)ccc2NC(C)=O)c1	-1	4	-3	2	1	-1	6	-3	8	-0.7
CCC(=O)N(Cc1cc2cc(OC)ccc2[nH]c1=O)c1ccccc1OC	-10	-9	4	-2	2	2	1	-2	-6	-3.9
COc1ccc(C/C(C)=N/NS(=O)(=O)c2ccc(Br)cc2)cc1	-6	4	4	-1	-3	5	-4	-2	2	0.8
COc1ccc(CNC(=O)C2CC(C)=CCC2C(=O)O)cc1 (configuration not stated)	2	4	-1	3	3	1	-1	0	10	-0.4
Cc1cc2oc(=O)cc(CN3CCOCC3)c2cc1O	3	-4	2	-2	1	-2	9	-1	4	0.6
CCCCN(CC)C(=S)Nc1ccc2nc(N3CCN(C)CC3)cc(C)c2c1	3	5	-9	3	-1	-5	-2	-4	18	-1.8
CCN(CC)S(=O)(=O)c1cccc(NC(=O)COC(=O)c2[nH]c(C)c(C(C)=O)c2C)c1	3	-1	12	-15	-5	-2	0	-6	7	-1.1
COc1cc(NC(C)CCCN)c2ncccc2c1 (configuration not stated)	-3	-2	9	21	-4&0	1	17	-12	3	-2.4
CC(C)C[C@H](NC(=O)c1ccc(Cl)cc1Cl)C(=O)N1CCC[C@H]1C(=O)NCc1ccccc1	3	8	-2	nt	1	14	3	1	-2	-2.2
COc1cc(/C=N/NC(=O)NC2CCCCC2)ccc1O	-3	2	1	5	-2	4	6	0	-3	0.3
CC(C)C(=O)N(c1cc2sc(=O)oc2c2ccccc12)S(=O)(=O)c1cccs1	-7	-6	77*	17	1	22	42*	-1	3	3.3
O=C1Cc2cc([N+](=O)[O-])ccc2N1c1c(Cl)cccc1Cl	2	5	12	5	-1	7	16	-1	-5	-2.0
CCOc1cc(C(c2c(C)[nH][nH]c2=O)c2c(C)[nH][nH]c2=O)cc(Cl)c1O	-2	-1	12	6	6	9	2	-3	3	-1.3
Cc1cc(C)c(C#N)c(SCC(=O)c2ccc(Cl)cc2Cl)n1	3	-4	1	0	6	0	-2	0	12	-3.1
CC(=O)Nc1ccc(S(=O)(=O)N2CCN(c3ccccn3)CC2)cc1	-1	-4	2	-1	-1	1	-3	-4	0	1.0
CC(=O)Nc1cccc(NC(=S)Nc2cccc(Cl)c2Cl)c1	5	2	0	-4	-5	0	1	-1	2	-1.7
COc1cccc(C(=O)Oc2cc(C)[nH]c(=O)c2[N+](=O)[O-])c1	2	7	0	-2	-7	2	-14	1	0	-1.8
CC(C)(C)C(=O)Nc1nc(-c2ccc3c(c2)OCO3)cs1	6	0	-2	-8	-2	-6	2	6	4	0.1
C=CCn1cnc2c(nnn2-c2ccc(C)c(Cl)c2)c1=O	0	-1	5	4	-2	8	-1	1	-2	1.0
COc1cccc(Cn2cnc3c([N+](=O)[O-])c(C)c(C)cc32)c1	-1	0	0	0	6	6	0	0	-3	1.9
Next section.
SMILES	GC-A act	NPR2 activator	rCAG binder	HTRA1 inh	NR1D1 modulator	ASAP1 inh	ABHD4 inh	SMARCA2 act	ARFGAP1 inh	PG9 Ab binder
CSC(=N/N=C(\N)c1cnccn1)SC	-1	-1	-2	1	-8	-7	-1	4	4	-0.2
O=[N+]([O-])c1ccc2nonc2c1Nc1cccc(F)c1	3	-3	-1	-3	8	0	5	1	-6	0.7
CCc1cccc(C)c1NC(=O)C1CCN(C(=O)c2ccc([N+](=O)[O-])cc2)CC1	2	0	30	-1	-1	2	3	1	-10	0.1
Cc1cc(C)cc(NC(=S)N2CCC(NC(=O)c3ccco3)CC2)c1	-2	-2	3	-6	-3	-3	7	-1	12	3.0
COc1ccc2[nH]c(C)c(CCNC(=S)Nc3ccc(F)cc3)c2c1	-2	-10	1	-1	0	7	1	-2	5	-3.2
Nc1nnnn1/N=C/c1cc(Cl)cc(Cl)c1O	9	-2	-11	-3	7	-9	3	0	0	-1.4
COc1cccc(C(=O)/C=C/c2ccc(SC)cc2)c1	-5	-2	6	-33	-6	2	2	3	0	0.0
CC(COc1cccc(C#N)c1)CN1CCC(C(O)(c2ccccc2)c2ccccc2)CC1 (configuration not stated)	-20	-16	0	nt	0	nt	-1	4	nt	nt
O=C(c1ccco1)N1C(=O)c2cccc3cccc1c23	6	-2	3	29	-3	7	-1	1	-5	0.3
Cc1ccc(OCC(=O)O/N=C(\N)c2ccncc2)cc1C	-3	-3	-5	-2	22*	-1	-3	2	7	1.2
COCCCNC(=O)C[C@H]1C[C@H](C(=O)N2CCOCC2)[C@@]2(C)c3[nH]c4cc(-c5ccco5)ccc4c3CCN2C1=O	0	-3	5	7	-8	-1	-7	2	-2	-0.7
O=C(N/N=C/C1CC2C=CC1C2)c1ccccc1O (configuration not stated)	-2	-3	-1	5	4	3	5	-1	1	2.3
CCCCn1c(SCC(=O)N(C)C)nnc1-c1ccncc1	4	2	-2	3	2	-7	1	-5	0	1.7
CC(=O)Nc1cc2c3c(c1)CCC(=O)N3CCC2	1	5	-1	0	-3	-17	0	-1	-9	-1.1
O=C(O)CCCNc1n[nH]c(=O)[nH]c1=O	-2	-3	-2	7	1	17	1	0	6	-3.7
CC(Sc1nnc(-c2cccs2)n1C1CC1)C(=O)NCC1CCCO1 (configuration not stated)	-1	4	1	4	-1	-6	-3	-3	1	-0.5
CC(C)(C)c1ccc(C(=O)NCC(=O)NCC(C)(C)N2CCOCC2)cc1	1	-7	-10	0	-4	4	-2	-3	2	1.2
COc1ccc(-c2nnc(OCc3nc4ccccc4n3C)c3ccccc23)cc1	-2	-6	1	-23	2	1	0	-1	-6	0.2
Cc1onc(-c2c(Cl)cccc2Cl)c1C(=O)NN1CCCCCC1	0	-1	0	0	5	14	2	-4	-6	-1.6
Cc1ccc(Nc2nc(CSc3nnnn3-c3ccccc3)cc(=O)[nH]2)cc1	-3	-5	47*	-25	-1	6	-31	-3	-13	2.0
